Screening results from PubChem.
PKA-R2B activ = PKA-R2B complex activation; PKA-R2B holoenzyme dissociation, Cy5-IP20 fluorescence polarization; R2B truncated from residue 108, S112A mutant; 0% DMSO only, 100% 113 µM cGMP; activation, % at 11.4 µM; actives 0.079% (n = 340,000); AID 504700;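 active = activation above a cutoff set at the mean over all compounds plus 3 SD, cut at about 18% in these data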;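 also: higher means more holoenzyme dissociation and a rise in polarization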
PKA-R1A activ = PKA-R1A complex activation; PKA-R1A dissociation, Cy5-IP20 fluorescence polarization; scaled: DMSO 0%, 113 µM cGMP 100%; P00514+P68181; actives 0.083% (n = 340,000); activation, % at 11.4 µM;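 active = percent activation above the mean of all tested compounds plus 3 SD, cut at about 19% in these data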;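 also: higher means more PKAc released from R1A so a rise in polarization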
HTR5A ag ctr = activates human HTR5A in OPRM1-OPRD1 agonist counter-screen; P47898; AID 504692; HTR5A agonist assay, luminescence, cell-based; activation, % at 9.3 µM; actives 0.61% (n = 340,000); in the data active = activation mostly above about 9.5%, no sharp cut-off; inactive = mostly below about 7.6%;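 also: 0% = cells with vehicle only and 100% = reference agonist; strong numbers were not always called active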
HTR5A inv ag = HTR5A inverse agonism, opioid heterodimer counter-screen | P47898 | HTR5A cell line, luminescence | inhibition, % at 9.3 µM | actives 0.083% (n = 340,000); in the data active = inhibition mostly above about 23%, no sharp cut-off; inactive = mostly below about 18%;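 also: 0% = cells with DMSO and 100% = no-cell wells with DMSO; some compounds called inactive have numbers as strong as hits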
V-ATPase pH = yeast V-ATPase proton transport regulation by pHLuorin. S. cerevisiae, pHLuorin cytosolic pH fluorescence. response, % at 10 µM. actives 0.37% (n = 350,000). AID 504577; in the data active = response mostly above about 7.3%, no sharp cut-off; inactive = mostly below about 5.4%; also: actives read high; inactives centre near 0; some compounds called inactive have numbers as strong as hits; reference of the scale not given here
MOR-DOR inv ag = inverse agonists of human mu-delta opioid receptor heterodimerization; P35372+P41143; cell-based MOR-DOR heterodimer luminescence, inverse agonism; inhibition, % at 9.3 µM; actives 0.21% (n = 340,000); AID 504357; in the data active = inhibition above about 22%, passing the limit was not always enough;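 also: 0% = cells with DMSO and 100% = wells without cells with DMSO; values of inactives mirror those of a sister screen read the other way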
DAGLB inhibitor = diacylglycerol lipase beta (human) inhibition | actives 0.059% (n = 340,000) | inhibition, % at 5.17 µM | Q8NCG7 | HEK293T DAGLB membrane lysate, EnzChek fluorogenic substrate; in the data active = inhibition above about 34%;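 also: 0% = enzyme with vehicle and 100% = wells lacking enzyme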
DSG3 Ab inh = human desmoglein-3 autoantibody binding inhibition | actives 0.48% (n = 310,000) | P32926 | binding (percent of control), % at 10 µM | DSG3-coupled beads, scFv-anti-DSG3-GFP binding, flow cytometry; active compounds read low;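 active = binding more than 3 SD below its plate's average and above zero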;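 also: hits lower antibody fragment binding to DSG3; some compounds called inactive have numbers as strong as hits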
Target sequence (P32926 whole entry, looked up, the tested form may be a part): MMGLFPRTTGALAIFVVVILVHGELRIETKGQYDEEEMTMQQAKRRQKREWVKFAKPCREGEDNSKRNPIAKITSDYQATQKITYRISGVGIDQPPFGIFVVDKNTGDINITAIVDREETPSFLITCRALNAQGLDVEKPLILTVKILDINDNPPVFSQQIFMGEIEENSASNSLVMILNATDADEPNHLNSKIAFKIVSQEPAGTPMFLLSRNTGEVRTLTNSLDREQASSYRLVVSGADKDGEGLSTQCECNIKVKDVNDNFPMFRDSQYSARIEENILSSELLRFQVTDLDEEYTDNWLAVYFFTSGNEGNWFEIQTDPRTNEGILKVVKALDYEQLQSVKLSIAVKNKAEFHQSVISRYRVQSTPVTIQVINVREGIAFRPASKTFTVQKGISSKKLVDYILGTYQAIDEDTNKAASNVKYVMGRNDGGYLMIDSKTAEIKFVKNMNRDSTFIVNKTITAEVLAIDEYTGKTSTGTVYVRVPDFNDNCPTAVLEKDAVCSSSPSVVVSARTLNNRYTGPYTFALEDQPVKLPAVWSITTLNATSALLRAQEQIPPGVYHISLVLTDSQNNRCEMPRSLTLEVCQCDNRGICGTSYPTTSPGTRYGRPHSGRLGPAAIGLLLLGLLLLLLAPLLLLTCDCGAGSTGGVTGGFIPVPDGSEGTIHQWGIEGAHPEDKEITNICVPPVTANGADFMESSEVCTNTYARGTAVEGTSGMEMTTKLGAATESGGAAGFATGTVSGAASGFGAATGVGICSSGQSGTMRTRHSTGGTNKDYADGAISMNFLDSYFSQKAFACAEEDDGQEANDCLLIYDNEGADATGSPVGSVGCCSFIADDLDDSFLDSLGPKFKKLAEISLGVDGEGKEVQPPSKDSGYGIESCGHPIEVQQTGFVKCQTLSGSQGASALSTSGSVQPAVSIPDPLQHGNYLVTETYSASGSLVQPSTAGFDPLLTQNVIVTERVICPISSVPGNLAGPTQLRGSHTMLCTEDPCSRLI
Arr AP2 block = inhibitors of human beta-arrestin and AP2 interaction. FITC-arrestin peptide / GST-AP2 beads, flow cytometry; AP2 beta2 appendage carries R879A mutation. inhibition, % at 10 µM. actives 0.31% (n = 340,000). AID 504490;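 active = inhibition above a set limit, near 3 SD of compounds lacking own fluorescence, cut at about 54% in these data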;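 also: plate controls were DMSO wells for no effect and 5 µM unlabelled arrestin peptide for full effect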
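test system = AP2 appendage R879A on GSH beads | buffer or medium = PBS plus Tween 20 (0.05%) and BSA (0.1%) | incubation = 12 min plus 1 h, RT | detection = bead flow cytometry, FITC channel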
MOR-DOR ag = OPRM1-OPRD1 heterodimerization agonism; cells, luminescence; actives 0.3% (n = 340,000); activation, % at 9.3 µM; AID 504326; P35372+P41143; in the data active = activation above about 18%;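 also: 0% = vehicle-treated cells and 100% = reference agonist; values of inactives mirror those of a sister screen read the other way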
Numbers without * were called inactive; . = not tested or not shown.

SMILES	PKA-R2B activ	PKA-R1A activ	HTR5A ag ctr	HTR5A inv ag	V-ATPase pH	MOR-DOR inv ag	DAGLB inhibitor	DSG3 Ab inh	Arr AP2 block	MOR-DOR ag
CC1=C(Sc2ccccn2)C(=O)NC(C)(C)C1	-3	2	2	-4	-2	12	-2	96	9	-2.0
NS(=O)(=O)c1ccc(Nc2nc(-c3ccc4ccccc4c3)cs2)cc1	-5	-7	3	-9	8	-11	2	90	7	2.1
COc1cc(C(=S)N2CCCC2)ccc1OCC(N)=O	-6	-8	3	-12	-5	18	-1	96	-11	-3.7
Cc1ccc(Nc2nc(C(=O)N3CCC(C(=O)N4CCN(C)CC4)CC3)cs2)cc1	6	3	-1	3	0	4	0	105	2	-0.7
CC1CN(c2nc3ccccc3nc2SCC(=O)Nc2cccc(C(F)(F)F)c2)CC(C)O1 (configuration not stated)	1	1	3	-7	1	-8	-13	.	28	1.5
COc1cccc2cc(C(=O)C3=C(O)C(=O)N(CCN4CCOCC4)C3c3ccc(C(C)(C)C)cc3)oc12 (configuration not stated)	-3	-6	-3	10	-2	15	2	107	16	-2.9
S=c1[nH]nc(C2COc3ccccc3O2)o1 (configuration not stated)	-8	-6	-1	0	0	-5	5	102	20	0.8
O=S(=O)(c1cnccc1N1CCN(/N=C/c2ccccc2)CC1)N1CCCCC1	5	1	-2	8	-1	6	1	98	-1	-1.3
FC(F)(F)c1cccnc1Oc1ccc(C2=NCCS2)cc1	-1	-1	1	-5	2	-14	-4	97	-21	2.8
Cc1csc(CN(C)C(=O)C2CCC(=O)N(Cc3ccc(Cl)cc3)C2)n1 (configuration not stated)	-13	-1	3	-5	-3	11	2	103	-18	-2.1
O=C(O)c1cn(-c2ccccc2)nc1-c1ccc(F)cc1	0	0	0	-1	0	5	2	98	-1	-0.9
O=C(NC(Nc1nc2ccc([N+](=O)[O-])cc2s1)(C(F)(F)F)C(F)(F)F)c1ccccc1	-12	11	6	-13	5	-2	1	100	-2	0.3
Cc1ccc(N=C/C(C(=O)C(F)(F)F)=C(\O)c2ccco2)cc1Cl	-8	2	0	34	2	-22	-3	.	-2	4.6
O=C(CNC(=O)c1ccc2c(c1)OCCO2)N/N=C/c1ccc(Cl)cc1	-5	-6	5	-13	3	0	-1	93	-1	0.0
Cc1c(NC(=O)COC(=O)Cc2ccc(F)cc2)c(=O)n(-c2ccccc2)n1C	-9	-4	13	-7	-1	11	2	98	4	-2.1

Just HTR5A inv ag and DSG3 Ab inh (3 entries from above):
structure | HTR5A inv ag | DSG3 Ab inh
O=S(=O)(c1cnccc1N1CCN(/N=C/c2ccccc2)CC1)N1CCCCC1 | 8 | 98
FC(F)(F)c1cccnc1Oc1ccc(C2=NCCS2)cc1 | -5 | 97
Cc1csc(CN(C)C(=O)C2CCC(=O)N(Cc3ccc(Cl)cc3)C2)n1 (configuration not stated) | -5 | 103

Five consecutive records out of the list so far:
SMILES	PKA-R2B activ	PKA-R1A activ	HTR5A ag ctr	HTR5A inv ag	V-ATPase pH	MOR-DOR inv ag	DAGLB inhibitor	DSG3 Ab inh	Arr AP2 block	MOR-DOR ag
CC1=C(Sc2ccccn2)C(=O)NC(C)(C)C1	-3	2	2	-4	-2	12	-2	96	9	-2.0
NS(=O)(=O)c1ccc(Nc2nc(-c3ccc4ccccc4c3)cs2)cc1	-5	-7	3	-9	8	-11	2	90	7	2.1
COc1cc(C(=S)N2CCCC2)ccc1OCC(N)=O	-6	-8	3	-12	-5	18	-1	96	-11	-3.7
Cc1ccc(Nc2nc(C(=O)N3CCC(C(=O)N4CCN(C)CC4)CC3)cs2)cc1	6	3	-1	3	0	4	0	105	2	-0.7
CC1CN(c2nc3ccccc3nc2SCC(=O)Nc2cccc(C(F)(F)F)c2)CC(C)O1 (configuration not stated)	1	1	3	-7	1	-8	-13	.	28	1.5

(further entries)
SMILES	PKA-R2B activ	PKA-R1A activ	HTR5A ag ctr	HTR5A inv ag	V-ATPase pH	MOR-DOR inv ag	DAGLB inhibitor	DSG3 Ab inh	Arr AP2 block	MOR-DOR ag
CC1CC1c1ccc(/C=C(\C#N)C(=O)Nc2ccccc2Cl)o1 (configuration not stated)	8	-4	-1	23	-4	-14	-18	101	1	2.7
CCOC(=O)C(=O)N1CCN(CC)CC1	-2	-2	-1	-3	6	-9	1	.	3	1.8
CCCC1=C(C(=O)OCC)C(c2cc(Cl)cc(OC)c2OCC(=O)OCC)NC(=O)N1 (configuration not stated)	-2	1	0	4	3	6	1	113	-6	-1.3
CN(c1ccc(OCC(=O)Nc2ccc(S(N)(=O)=O)cc2)cc1)S(=O)(=O)c1ccc(F)cc1	-9	0	2	-6	1	11	-6	105	26	-2.8
c1ccc(CCc2nn3c(-c4ccncc4)nnc3s2)cc1	-12	-3	1	-19	2	9	-2	85	-4	-1.6
CCN(CC(=O)Nc1c(F)cccc1F)C(=O)Cc1ccsc1	-6	-10	-1	4	4	0	-2	95	0	0.1
Brc1ccccc1-c1cnco1	-8	6	-2	4	0	9	1	101	29	-1.9
NC(=O)c1c(NC(=O)CN2C(=O)NC(Cc3ccccc3)C2=O)sc2c1CCC2 (configuration not stated)	1	4	2	-7	3	9	2	100	-11	-1.8
Cc1nn(C(C)C(=O)NCc2ccco2)c(C)c1[N+](=O)[O-] (configuration not stated)	0	-4	5	32	0	12	-2	87	3	-2.4
COc1ccc(C(=O)OCC(=O)NCCc2ccc(F)cc2)cc1S(=O)(=O)N1CCOCC1	1	1	-3	9	0	6	0	108	-1	-1.5
Nc1nc(SCC(=O)N2CCCc3ccccc32)n(-c2ccccc2)n1	10	1	-2	6	-5	0	1	101	18	0.0
CC(C)(C)OC(=O)NCCCC[C@H](NC(=O)c1nc[nH]c1C(=O)N1CCN(c2ccccc2)CC1)C(=O)OC(C)(C)C	-24	-16	4	-34	3	9	4	108	9	-1.9
CCOc1ncccc1C(=O)OCC(=O)Nc1cc(S(=O)(=O)N2CCOCC2)ccc1C	-1	-11	0	1	3	4	2	101	51	-0.7
COc1ccc(/C=N\Nc2ccc([N+](=O)[O-])cc2)c(C(=O)O)c1OC	-4	8	-2	13	1	5	0	97	14	-1.0
O=C(CNc1cc(S(=O)(=O)N2CCOCC2)ccc1N1CCCC1)Nc1ccc(Cl)cc1	-15	-15	5	11	3	13	-2	.	-4	-3.4
Cc1ccc(NC(=O)CN(C)C(=O)c2cccc(S(=O)(=O)NCc3ccco3)c2)cc1	-6	-13	-1	9	12	10	0	102	-12	-2.7
CC(C)Nc1cc(C(F)(F)F)nc(-c2ccccn2)n1	-2	3	3	1	6	14	0	109	-6	-3.0
Cc1ccc(S(=O)(=O)N(CC(=O)Nc2ccc(C(N)=O)cc2)C(=O)N2CCN(C)CC2)cc1	-2	-12	-4	10	-3	10	-2	115	-31	-1.9
COC(=O)C(C(=O)OC)c1ncc(C(F)(F)F)cc1Cl	0	2	-3	9	-3	14	0	100	11	-3.0
CCOC(=O)C(O)(CC(=O)Nc1cc(F)ccc1C)C(F)(F)F (configuration not stated)	-7	-11	-1	7	-1	13	3	101	2	-2.4
CCCn1c(N)c(N(CCOC)C(=O)c2ccc([N+](=O)[O-])c(C)c2)c(=O)[nH]c1=O	-10	-13	3	-8	-3	-10	0	.	10	1.4
CCNC(=S)Nc1cc(Cl)ccc1Oc1ccccc1	-13	6	-1	3	2	-7	-6	98	.	1.3
CN1CCN(NC(=O)c2ccc(F)cc2)CC1	2	5	-3	9	10	3	1	106	-8	-0.6
Cc1cccnc1CNC(=O)C1CCC(=O)N(CCc2cccc(F)c2)C1 (configuration not stated)	-11	-5	-2	-49	0	14	0	101	-15	-2.8
O=C(c1cccc(S(=O)(=O)N2CCN(c3ccccc3)CC2)c1)N1CCCCCCC1	1	-9	1	12	0	14	-1	97	-4	-2.9
CC(C)Oc1ccc(CNC(=O)Oc2ccccc2)cc1	-2	-3	1	-3	-3	5	-3	101	2	-1.1
CCCc1cc(C(=O)Nc2sc(C)c(CC)c2C#N)no1	-3	-7	2	-16	1	-12	-21	98	-3	2.2
Cc1ccccc1NS(=O)(=O)c1ccc2oc(=O)ccc2c1	-4	5	0	0	-1	4	4	106	37	-0.8
OCC[C@@H]1C[C@H](O)[C@@H](O)[C@@]2(CCCc3ccccc3O2)O1	-1	-6	4	-9	4	11	-1	106	5	-2.0
Cn1c(=O)c2c(=O)cc(NNC(=O)C(C)(C)C)[nH]c2n(C)c1=O	6	-5	-1	-14	6	1	3	110	-8	-0.2
CCOC(=O)c1ccc(S(=O)(=O)N2CCC(C(=O)OCC)CC2)cc1	-12	-12	1	8	2	-2	-1	106	2	0.4
O=C(NCCCn1ccnc1)NC(C(F)(F)F)C(F)(F)F	6	4	4	-27	-2	4	1	.	9	-0.8
Cc1ccccc1N1CCN(CC(=O)Nc2nccs2)CC1	-5	-12	4	-12	-3	14	-9	112	-4	-2.7
CCN(c1ccc(NC(=O)COC(=O)c2cccs2)cc1)C(C)C	6	8	0	9	-1	8	0	94	33	-1.3
Cc1ccccc1CNS(=O)(=O)c1c(C)[nH]c(C)c1C(=O)N1CCCCC1	-9	-2	1	1	4	2	-2	110	6	-0.4
NC(=S)Nc1ccc(S(=O)(=O)c2ccc(NC(N)=S)cc2)cc1	-6	2	-6	22	-5	12	-1	100	5	-2.6
O=C1c2ccccc2C(=O)N1CCc1csc(-c2ccc(F)cc2)n1	2	3	-2	-20	5	-9	-8	102	1	1.7
COc1ccc(/C=C(\NC(=O)c2ccccc2)C(=O)NCCN2CCOCC2)cc1	3	-3	-2	5	-8	-13	-4	.	20	1.8
CC(=C/c1ccccc1)/C=N/Nc1nc(N2CCCCC2)nc(N2CCCCC2)n1	4	2	-1	7	-1	8	-6	101	-9	-1.3
O=C(Nc1cccc(NC(=O)c2ccccc2Cl)c1)c1ccc(F)cc1	-13	-1	1	-5	5	5	-2	118	17	-1.0

Outcome played no part in choosing rows; overall some 2.4% were active at least once.
